Screens deposited in PubChem BioAssay by Broad Institute.
S100A4 inh HTS: S100A4-myosin IIA interaction inhibition; P26447; S100A4/TAMRA-MyoIIA peptide fluorescence polarization; inhibition, % at 10.7 µM; 360,000 tested, 0.14% active; AID 652163;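 active means mean inhibition of at least 70% across replicates, with every replicate also reaching that level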
Target sequence (P26447 whole entry, looked up): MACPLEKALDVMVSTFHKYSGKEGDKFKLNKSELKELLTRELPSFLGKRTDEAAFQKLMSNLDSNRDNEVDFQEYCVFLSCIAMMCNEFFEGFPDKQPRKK
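Test system: S100A4 monomer protein. Medium: HEPES buffer with Ca2+, pH 7.2. Reagent: fluorescent myosin IIA peptide, 5 nM. Compound dosing: single-point compound testing. Timing: 5 min between mix addition and reading. Benchmarks: DMSO neutral and TFP positive wells.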
PGC1a acetyl inh: lowers PGC1a acetylation signal in U2OS cells. AlphaScreen anti-acetyl-lysine; with virally co-expressed GCN5 acetyltransferase. inhibition, % at 15.6 µM. 350,000 tested, 0.17% active. AID 651687;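 active means every replicate shows inhibition of at least 40%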;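 further: 0% = neutral control wells and 100% = positive control wells; some results beyond the cut were filed as inactive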
ERAP1 inh: inhibitors of human ERAP1 aminopeptidase; Q9NZ08; AID 652197; recombinant ERAP1, Leu-AMC fluorescence, 60 min; 340,000 tested, 0.15% active; inhibition, % at 10.7 µM;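 active means mean replicate inhibition of at least 30%, or all replicates individually reaching that 30% level; inactive means mean below 30% and not every replicate reaching it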;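 further: 0% = neutral control wells and 100% = L-leucinethiol positive control wells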
Target sequence (Q9NZ08 whole entry, looked up): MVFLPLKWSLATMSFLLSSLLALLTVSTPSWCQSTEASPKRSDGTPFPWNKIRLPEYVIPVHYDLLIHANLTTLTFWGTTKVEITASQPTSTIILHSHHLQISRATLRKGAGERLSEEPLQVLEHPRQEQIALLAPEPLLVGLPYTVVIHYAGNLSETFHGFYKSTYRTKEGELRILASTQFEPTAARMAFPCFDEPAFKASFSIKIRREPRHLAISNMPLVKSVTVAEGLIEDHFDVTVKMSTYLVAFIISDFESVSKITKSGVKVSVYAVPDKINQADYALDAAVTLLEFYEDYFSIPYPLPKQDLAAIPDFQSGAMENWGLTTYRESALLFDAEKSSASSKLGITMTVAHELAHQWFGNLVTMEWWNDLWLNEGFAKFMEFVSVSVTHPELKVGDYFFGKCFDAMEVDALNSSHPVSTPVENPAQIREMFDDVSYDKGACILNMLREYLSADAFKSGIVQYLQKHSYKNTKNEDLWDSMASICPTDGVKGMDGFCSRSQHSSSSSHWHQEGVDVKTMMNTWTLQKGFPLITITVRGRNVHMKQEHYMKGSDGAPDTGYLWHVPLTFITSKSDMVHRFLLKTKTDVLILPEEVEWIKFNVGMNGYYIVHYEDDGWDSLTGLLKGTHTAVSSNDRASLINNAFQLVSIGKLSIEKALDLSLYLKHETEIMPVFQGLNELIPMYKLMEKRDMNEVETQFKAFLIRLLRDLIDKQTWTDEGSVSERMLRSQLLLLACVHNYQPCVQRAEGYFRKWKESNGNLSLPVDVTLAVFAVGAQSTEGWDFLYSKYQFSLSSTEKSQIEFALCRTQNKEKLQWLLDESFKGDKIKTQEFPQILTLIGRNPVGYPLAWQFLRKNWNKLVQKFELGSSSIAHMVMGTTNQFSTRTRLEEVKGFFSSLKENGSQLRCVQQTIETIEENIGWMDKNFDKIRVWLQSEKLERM
PAX8 inh HTS: inhibitors of PAX8 transcriptional activity in RMG-I cells. inhibition, % at 12.6 µM. RMG-I TPO-luciferase reporter, SteadyGlo, 24 h. 360,000 tested, 1.2% active;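 active means mean replicate inhibition at least 60% with every replicate also reaching 60%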;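 further: luciferase light reporting Pax8 driven TPO promoter activity; plate controls were median of neutral control wells for no effect and mitoxantrone controls for full effect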
PglD DTNB: inhibitors of Campylobacter jejuni PglD acetyltransferase. purified PglD enzyme, DTNB colorimetric CoA detection. inhibition, % at 12.5 µM. 360,000 tested, 0.098% active; in the data active means inhibition above about 16%, passing the limit was not always enough; further: strong numbers were not always called active
EWS-Fli block: EWS/Fli transcriptional activity inhibition; A673 NR0B1-luciferase reporter, viability-normalised; inhibition, % at 12.6 µM; 350,000 tested, 0.67% active;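 active means mean inhibition of at least 50% after viability correction, with every replicate also passing that limit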;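 further: firefly luciferase signal divided by Alamar Blue viability fluorescence both relative to DMSO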
LGR2 antag: blocks bursicon-induced cAMP signaling via Drosophila LGR2; HEK293 LGR2, CRE-luciferase, bursicon-stimulated, 4 h; inhibition, % at 9.99 µM; 380,000 tested, 0.35% active; AID 720647;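 active means drop in luminescence signal, shown as inhibition above about 50% in the replicate tests, limit read from the data, passing the limit was not always enough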;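 further: agonist challenge used bursicon conditioned medium at about half maximal strength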
FN deposition inh: fibronectin deposition inhibition; AID 743247; AH1F fibroblasts, Alexa488-fibronectin deposition fluorescence, overnight; inhibition, % at 12.6 µM; 350,000 tested, 0.086% active;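 active means mean inhibition across replicates of 30% or more, regardless of how many single replicates reach that level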;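 further: positive control wells lacked labelled fibronectin entirely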
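material = AH1F fibroblast monolayer depositing Alexa488-labelled fibronectin into matrix | amount = 10000 AH1F cells/well | buffer or medium = DMEM plus 2% serum, read in PBS | incubation = 1 h cell adhesion before compound, then overnight fibronectin incubation | detection = fluorescence at 485 nm excitation, 525 nm emission | evaluation = percent inhibition as loss of matrix-bound fibronectin fluorescence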
Active calls of the source: *; & = joins results of further samples.

How did O=C(c1ccccc1)N1CCN(c2nc3ccc([N+](=O)[O-])cc3s2)CC1 do in these assays?
S100A4 inh HTS: 3; ERAP1 inh: 0; PAX8 inh HTS: -21; EWS-Fli block: -1; LGR2 antag: 20; FN deposition inh: 13

How did COc1ccccc1N(CC(=O)Nc1ccc(C)cc1Cl)S(=O)(=O)c1cccs1 do in these assays?
S100A4 inh HTS: -3; PGC1a acetyl inh: 12; ERAP1 inh: 1; PAX8 inh HTS: 13; EWS-Fli block: 3; LGR2 antag: 17; FN deposition inh: -2

Results for CCCNC(=O)C(Cc1ccccc1)NC(=O)c1ccccc1 (stereo unspecified) ?
S100A4 inh HTS: -3; PGC1a acetyl inh: 5; PAX8 inh HTS: -2; PglD DTNB: 1; EWS-Fli block: -21; LGR2 antag: 19; FN deposition inh: 3

Results for COc1cccc(C(=O)NCC(=O)NCc2cc(=O)n(C)c(=O)n2C)c1OC ?
S100A4 inh HTS: -3; PGC1a acetyl inh: -36; ERAP1 inh: -1; PAX8 inh HTS: 14; PglD DTNB: 4; EWS-Fli block: -3; LGR2 antag: 5; FN deposition inh: 9

Results for CNC[C@@H]1Oc2ccc(NS(=O)(=O)c3ccc(F)cc3)cc2C(=O)N([C@@H](C)CO)C[C@@H]1C ?
S100A4 inh HTS: 7; PGC1a acetyl inh: 8; ERAP1 inh: -3; PAX8 inh HTS: -10; PglD DTNB: 5; EWS-Fli block: -3; LGR2 antag: -10

What do the screens show for `O=C(NCc1nc2ccccc2[nH]1)C1=C[C@H](c2coc3ccccc3c2=O)C[C@H](OCCCCO)O1`?
S100A4 inh HTS: 5; PGC1a acetyl inh: -16&5; ERAP1 inh: -2; PAX8 inh HTS: 34&-18; PglD DTNB: 2; EWS-Fli block: 10&5; LGR2 antag: -12; FN deposition inh: 10

Results for CC(=O)Nc1ccc(SCC(=O)c2ccc(Br)s2)cc1 ?
S100A4 inh HTS: 1; PGC1a acetyl inh: 4; ERAP1 inh: 8; PAX8 inh HTS: -6; PglD DTNB: -4; EWS-Fli block: -46; LGR2 antag: -22; FN deposition inh: 0

How did CC(=O)c1ccc(CC2SC(N)=NC2=O)cc1 (stereo unspecified) do in these assays?
S100A4 inh HTS: -1; PGC1a acetyl inh: -4; PAX8 inh HTS: -19; PglD DTNB: -3; EWS-Fli block: 5; LGR2 antag: 0; FN deposition inh: 2

What do the screens show for `C[C@H](NC(=O)C[C@@H]1CC[C@@H]2[C@H](COC[C@@H](O)CN2C(=O)Nc2cccc(F)c2)O1)c1ccccc1`?
S100A4 inh HTS: 12; PGC1a acetyl inh: 5; ERAP1 inh: 2; PAX8 inh HTS: -2; PglD DTNB: -2; EWS-Fli block: -31; LGR2 antag: -6; FN deposition inh: -2

What do the screens show for `O=C(CSc1ccc2c(c1)OCCO2)NC(=O)Cc1ccccc1`?
S100A4 inh HTS: 4; ERAP1 inh: 2; PAX8 inh HTS: 3; PglD DTNB: 4; EWS-Fli block: -4; LGR2 antag: -18; FN deposition inh: 4

What do the screens show for `COc1ccc(NC(=O)c2ccccc2Cl)c(NC(=O)c2ccco2)c1`?
S100A4 inh HTS: -1; PGC1a acetyl inh: -1; ERAP1 inh: 1; PAX8 inh HTS: 8; PglD DTNB: -3; EWS-Fli block: -12; LGR2 antag: -13; FN deposition inh: -4

How did CCc1nnc(NS(=O)(=O)c2ccc(NC(=S)NC(=O)c3ccccc3)cc2)s1 do in these assays?
PAX8 inh HTS: -6; EWS-Fli block: -4; LGR2 antag: 15; FN deposition inh: -12

How did O=C(C[C@@H]1C[C@H]2c3cc(NC(=O)C4CCOCC4)ccc3O[C@H]2[C@H](CO)O1)NCc1ccncc1 do in these assays?
S100A4 inh HTS: 2; PGC1a acetyl inh: -1; ERAP1 inh: 0; PAX8 inh HTS: -17; PglD DTNB: 1; EWS-Fli block: 2; LGR2 antag: 1; FN deposition inh: -4

What do the screens show for `Cn1c(=O)c2c(nc(CN3CCN(C(=O)c4ccco4)CC3)n2CC(=O)C(C)(C)C)n(C)c1=O`?
S100A4 inh HTS: 1; ERAP1 inh: 1; PAX8 inh HTS: -8; PglD DTNB: 1; EWS-Fli block: 1; LGR2 antag: 14; FN deposition inh: 5

Results for COc1cccc(NC(=O)Nc2ccc3c(c2)C(=O)N(C)C[C@@H](OC)[C@H](C)CN(CC2CC2)[C@@H](C)CO3)c1 ?
S100A4 inh HTS: -15; PGC1a acetyl inh: 5; ERAP1 inh: -2; PAX8 inh HTS: -16; PglD DTNB: 3; EWS-Fli block: -6; LGR2 antag: -4; FN deposition inh: 4

What do the screens show for `COc1ccc(C(=O)N(C)C2CCCCC2)cc1S(=O)(=O)N1CCOCC1`?
S100A4 inh HTS: 0; ERAP1 inh: -5; PAX8 inh HTS: 0; PglD DTNB: 7; EWS-Fli block: -7; FN deposition inh: 7

Results for C[C@H](CO)N1C[C@H](C)[C@H](CN(C)C(=O)Nc2ccc(C(F)(F)F)cc2)Oc2ccc(NC(=O)C3CC3)cc2C1=O ?
S100A4 inh HTS: 1; PGC1a acetyl inh: 3; ERAP1 inh: 0; PglD DTNB: 1; EWS-Fli block: -14; LGR2 antag: -8

What do the screens show for `CCC(=O)N(C)C[C@@H]1Oc2ncc(C#C[C@@H](C)O)cc2C(=O)N([C@@H](C)CO)C[C@H]1C`?
S100A4 inh HTS: -5; PGC1a acetyl inh: 5; ERAP1 inh: 0; PAX8 inh HTS: -14; PglD DTNB: -4; EWS-Fli block: -11; LGR2 antag: 5

What do the screens show for `COc1ccc(CCN2C(=S)N(c3ccc(Cl)cc3)C(=O)C2CC(N)=O)cc1OC` (stereo unspecified)?
S100A4 inh HTS: 0; PGC1a acetyl inh: 3; ERAP1 inh: 4; PAX8 inh HTS: 28; PglD DTNB: -3; EWS-Fli block: -3; LGR2 antag: 5; FN deposition inh: -8

How did Cn1c2ccccc2c2cnn(CC(=O)Nc3ccc(Cl)cc3)c(=O)c21 do in these assays?
S100A4 inh HTS: 5; PGC1a acetyl inh: -1; PAX8 inh HTS: 26; EWS-Fli block: 8; LGR2 antag: 1; FN deposition inh: -3

Results for Cc1noc(C)c1NC(=O)Nc1ccc2c(c1)C(=O)N([C@@H](C)CO)C[C@H](C)[C@@H](CN(C)C(=O)Nc1ccc(C(F)(F)F)cc1)OCCCC[C@H](C)O2 ?
S100A4 inh HTS: -47; PGC1a acetyl inh: 7; ERAP1 inh: -3; PAX8 inh HTS: -8; PglD DTNB: 0; EWS-Fli block: 4; LGR2 antag: -13; FN deposition inh: 9

What do the screens show for `Oc1ccc(N=Nc2c(O)ccc3ccccc23)cc1`?
S100A4 inh HTS: -6; PGC1a acetyl inh: -1; ERAP1 inh: 1; PglD DTNB: -6; EWS-Fli block: -80; LGR2 antag: -9

How did COCc1c(C(=O)N2CCN(CCOc3ccccc3)CC2)oc2ccccc12 do in these assays?
S100A4 inh HTS: 11; PGC1a acetyl inh: 9; ERAP1 inh: 0; PAX8 inh HTS: 16; PglD DTNB: 2; EWS-Fli block: 0; LGR2 antag: -8; FN deposition inh: 3

Results for COc1ccc(S(=O)(=O)N(C)C[C@@H]2Oc3c(NC(=O)Nc4cccc5ccccc45)cccc3C(=O)N([C@H](C)CO)C[C@@H]2C)cc1 ?
S100A4 inh HTS: -3; PGC1a acetyl inh: 13; ERAP1 inh: 0; PglD DTNB: 7; EWS-Fli block: 13; LGR2 antag: 0; FN deposition inh: -2

Results for O=C(COc1ccc2ccc(=O)oc2c1)Nc1ccc(CN2CCOCC2)cc1 ?
S100A4 inh HTS: 0; PGC1a acetyl inh: -8; ERAP1 inh: -6; PAX8 inh HTS: -9; PglD DTNB: -1; LGR2 antag: -8; FN deposition inh: 4

What do the screens show for `O=C(/C=C/[C@H]1O[C@@H](n2cnc3c(NC(=O)c4ccccc4)ncnc32)[C@H](O)[C@@H]1O)NCc1cccs1`?
S100A4 inh HTS: 1; PGC1a acetyl inh: -11; ERAP1 inh: 10; PAX8 inh HTS: 6; PglD DTNB: -2; EWS-Fli block: 10; LGR2 antag: 9; FN deposition inh: 14

What do the screens show for `Cc1noc(C)c1NC(=O)N[C@@H]1C=C[C@@H](CC(=O)Nc2ccccc2)O[C@H]1CO`?
S100A4 inh HTS: 7; PGC1a acetyl inh: 21; ERAP1 inh: 0; PglD DTNB: -1; EWS-Fli block: -5; LGR2 antag: 22

Results for O=C(CSc1nc(=O)n2ccccc2n1)NCc1ccccc1Cl ?
S100A4 inh HTS: -1; PGC1a acetyl inh: 4; ERAP1 inh: -1; PAX8 inh HTS: -2; PglD DTNB: -5; EWS-Fli block: -1; LGR2 antag: -6; FN deposition inh: 20

Results for O=C(NC[C@@H]1[C@@H](c2ccccc2)[C@H](CO)N1C(=O)Cc1cccnc1)C1CCC1 ?
PGC1a acetyl inh: 4; PAX8 inh HTS: 5; PglD DTNB: 2; EWS-Fli block: 4; LGR2 antag: -46

How did COc1ccc(OC)c(S(=O)(=O)NCCCN2CCOCC2)c1 do in these assays?
S100A4 inh HTS: -3; PGC1a acetyl inh: -1; ERAP1 inh: -1; PAX8 inh HTS: 1; PglD DTNB: 8; EWS-Fli block: 9; FN deposition inh: 2

A draw from above in order of number of heavy atoms, low to high.
How did COc1ccc(OC)c(S(=O)(=O)NCCCN2CCOCC2)c1 do in these assays?
S100A4 inh HTS: -3; PGC1a acetyl inh: -1; ERAP1 inh: -1; PAX8 inh HTS: 1; PglD DTNB: 8; EWS-Fli block: 9; FN deposition inh: 2

What do the screens show for `Cc1noc(C)c1NC(=O)N[C@@H]1C=C[C@@H](CC(=O)Nc2ccccc2)O[C@H]1CO`?
S100A4 inh HTS: 7; PGC1a acetyl inh: 21; ERAP1 inh: 0; PglD DTNB: -1; EWS-Fli block: -5; LGR2 antag: 22

What do the screens show for `O=C(/C=C/[C@H]1O[C@@H](n2cnc3c(NC(=O)c4ccccc4)ncnc32)[C@H](O)[C@@H]1O)NCc1cccs1`?
S100A4 inh HTS: 1; PGC1a acetyl inh: -11; ERAP1 inh: 10; PAX8 inh HTS: 6; PglD DTNB: -2; EWS-Fli block: 10; LGR2 antag: 9; FN deposition inh: 14

Later entries:
How did Cc1cccc(C)c1NC(=O)CN(C)C(=O)C1CC(=O)N(c2cccc3ccccc23)C1 (stereo unspecified) do in these assays?
S100A4 inh HTS: 1; PGC1a acetyl inh: -3; ERAP1 inh: -1; PAX8 inh HTS: 1; PglD DTNB: -3; EWS-Fli block: 3; LGR2 antag: -19; FN deposition inh: -6

How did CCOC(=O)C1CN(S(=O)(=O)c2cccc(C(F)(F)F)c2)c2cc(CC(=O)OC)ccc2O1 (stereo unspecified) do in these assays?
PGC1a acetyl inh: 1; PAX8 inh HTS: 2; PglD DTNB: 1; FN deposition inh: -2

Results for CNc1nc(N/N=C/c2ccc([N+](=O)[O-])cc2)nc(Nc2ccccc2)n1 ?
S100A4 inh HTS: -1; ERAP1 inh: 0; PAX8 inh HTS: -10; EWS-Fli block: 4; LGR2 antag: 13; FN deposition inh: -4

What do the screens show for `Cc1ccc(CN2[C@@H](c3ccccc3)COCCS2(=O)=O)cc1`?
S100A4 inh HTS: -7; PGC1a acetyl inh: -7; ERAP1 inh: -2; PAX8 inh HTS: 6; PglD DTNB: -2; EWS-Fli block: -10; LGR2 antag: 0; FN deposition inh: 16

How did Cc1ccc(NC(=O)c2ccc3c(c2)CCN3S(C)(=O)=O)c(C)c1 do in these assays?
S100A4 inh HTS: -6; PGC1a acetyl inh: -2; ERAP1 inh: -2; PAX8 inh HTS: 13; PglD DTNB: 3; EWS-Fli block: -19; LGR2 antag: -5; FN deposition inh: 5

What do the screens show for `CC1(C(=O)NCc2ccccc2)Cc2c(-c3ccc4c(c3)OCO4)ccnc2O1` (stereo unspecified)?
S100A4 inh HTS: 1; PGC1a acetyl inh: -50; ERAP1 inh: 1; PAX8 inh HTS: 45; PglD DTNB: -1; EWS-Fli block: 37; LGR2 antag: 7; FN deposition inh: 16
